# IDE act = boosts human insulin-degrading enzyme activity in HEK cells; AID 493087; 340,000 tested, 0.073% active; P14735; activation, % at 5.96 µM; FAbeta-B cleavage, fluorescence polarization; 0% vehicle, 100% cell-free pure enzyme wells;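 active = activation above the mean of all tested compounds plus 3 SD, set per screening campaign, cut at about 17% in these data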
# MEKK3 PB1 HTS = MEKK3-MEK5 PB1 interaction, increase or decrease | Q99759 | bead-based flow cytometry, Alexa488-MEK5 binding to MEKK3; actives lie on both sides; 0 = blocked by unlabeled MEK5, 100 = vehicle | binding response (% of control), % at 10 µM | 290,000 tested, 1.4% active;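 active = binding response more than 3 SD above or below the average of its plate-row segment, actives on both sides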;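 note: Alexa488 bead fluorescence after subtracting the streptavidin-only scavenger bead signal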
# Target sequence (Q99759 whole entry, looked up): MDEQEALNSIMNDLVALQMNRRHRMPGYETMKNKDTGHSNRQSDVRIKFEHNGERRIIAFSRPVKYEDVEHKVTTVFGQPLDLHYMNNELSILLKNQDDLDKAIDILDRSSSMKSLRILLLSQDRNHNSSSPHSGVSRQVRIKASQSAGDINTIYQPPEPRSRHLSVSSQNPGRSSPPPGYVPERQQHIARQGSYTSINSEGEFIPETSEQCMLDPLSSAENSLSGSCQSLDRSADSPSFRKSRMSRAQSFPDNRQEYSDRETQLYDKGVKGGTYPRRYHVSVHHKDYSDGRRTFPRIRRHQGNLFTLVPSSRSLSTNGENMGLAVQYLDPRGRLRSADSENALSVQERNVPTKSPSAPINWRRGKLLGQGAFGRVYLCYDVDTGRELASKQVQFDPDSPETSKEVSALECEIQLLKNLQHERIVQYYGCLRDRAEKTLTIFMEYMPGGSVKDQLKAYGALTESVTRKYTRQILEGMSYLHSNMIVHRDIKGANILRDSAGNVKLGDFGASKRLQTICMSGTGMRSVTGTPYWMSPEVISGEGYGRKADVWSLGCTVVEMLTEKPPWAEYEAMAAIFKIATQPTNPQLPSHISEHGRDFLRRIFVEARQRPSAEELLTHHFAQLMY
# p-CIP stab down = lowers stability of the mouse p/CIP coactivator protein; decrease of EGFP signal, % at 10 µM; 290,000 tested, 0.01% active; F442A p/CIP-EGFP cells, EGFP fluorescence, 16 h; Q05BA5;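 active = EGFP signal decrease of at least 30% at 10 µM or well 3 SD below plate mean, unless failing retest; inactive = the rest, including hits failing retest or dose response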; note: some compounds called inactive have numbers as strong as hits; many of its hits are not listed in these tables
# VIM-2 inhibitor = inhibitors of Pseudomonas aeruginosa VIM-2 metallo-beta-lactamase | purified VIM-2, nitrocefin hydrolysis, epi-absorbance fluorescence | inhibition, % at 5.6 µM | 290,000 tested, 0.89% active;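 active = inhibition above the mean of all tested compounds plus 3 SD, cutoff set per screening run, cut at about 7.5% in these data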;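 note: red hydrolysis product quenches plate fluorescence so inhibitors raise well fluorescence; 0% = enzyme with DMSO and 100% = DMSO without enzyme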
# NS3 helicase inh = blocks Hepatitis C virus NS3 helicase unwinding. NS3 helicase DNA unwinding, Cy5 molecular beacon fluorescence. inhibition, % at 10.9 µM. 290,000 tested, 0.56% active. AID 1800;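 active = inhibition above the mean of all tested compounds plus 3 SD, set per campaign, cut at about 35% in these data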;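 note: 0% = DMSO wells and 100% = thioflavine S control wells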
#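 Control set: DMSO versus 110 µM thioflavine S; Material: NS3 helicase fragment of HCV; Measured by: Cy5 fluorescence at 0 and 60 min, beacon hairpin quenching; Read-out basis: percent inhibition from t60/t0 fluorescence ratio; Times: reaction time 60 min, 25 °C; Repeats: single replicate; Compound dosing: single dose, 10.9 µM nominal final, DMSO 0.8% final.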
# FID counter = counter-screen for HCV NS3 helicase inhibitors: DNA intercalator displacement; inhibition, % at 7.9 µM; 290,000 tested, 0.17% active; DNA fluorescent intercalator displacement, fluorescence; AID 1845; in the data active = inhibition above about 37%;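 note: 0% = vehicle and 100% = reference compound; higher means more ethidium bromide displaced from hairpin DNA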
# PHOSPHO1 inh = blocks human PHOSPHO1 phosphatase activity. Q8TCT1. inhibition, % at 13.3 µM. 290,000 tested, 1.1% active. recombinant PHOSPHO1, absorbance phosphatase assay; in the data active = inhibition above about 60%
# Target sequence (Q8TCT1 whole entry, looked up): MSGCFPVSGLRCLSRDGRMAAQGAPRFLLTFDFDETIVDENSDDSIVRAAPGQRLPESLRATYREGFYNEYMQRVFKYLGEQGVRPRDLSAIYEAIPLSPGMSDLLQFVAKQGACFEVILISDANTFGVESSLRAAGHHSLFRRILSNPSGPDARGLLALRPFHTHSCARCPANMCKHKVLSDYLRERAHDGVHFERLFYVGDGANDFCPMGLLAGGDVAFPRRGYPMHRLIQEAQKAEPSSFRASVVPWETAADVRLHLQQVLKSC
# IMP-1 inhibitor = blocks Pseudomonas aeruginosa IMP-1 metallo-beta-lactamase. purified IMP-1, nitrocefin hydrolysis, epi-absorbance fluorescence. inhibition, % at 5.6 µM. 290,000 tested, 0.45% active. AID 1556;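 active = inhibition above the mean plus 3 SD of all compounds in the same screening run, cut at about 4.5% in these data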;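 note: 0% = IMP-1 with DMSO and 100% = DMSO wells lacking enzyme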
#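 System: Purified IMP-1 | Read-out basis: Percent enzyme inhibition | Controls: IMP-1 with DMSO as 0%, enzyme-free DMSO as 100% | Replicates: One well per compound | Doses: 5.6 µM nominal single concentration | Detection: Epi-absorbance fluorescence, 480 nm excitation, 530 nm emission | Incubation: 25 °C, 15 min preincubation, 25 min reaction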
# SUMO HTRF inh = inhibitors of human SUMOylation (UBC9) | AID 2006 | 290,000 tested, 0.36% active | inhibition, % at 35 µM | HTRF SUMOylation assay, SAE1/SAE2 + UBC9, in vitro; in the data active = inhibition above about 50%, passing the limit was not always enough; note: strong numbers were not always called active
# Target sequence (P63279 whole entry, looked up): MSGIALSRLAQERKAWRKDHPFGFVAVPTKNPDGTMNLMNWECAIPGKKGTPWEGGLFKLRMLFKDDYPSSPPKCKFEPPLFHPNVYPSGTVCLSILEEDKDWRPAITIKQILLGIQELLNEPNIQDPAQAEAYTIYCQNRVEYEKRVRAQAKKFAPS
# Active calls of the source: *; · = no result given; [ ] = another dose, or the depositor's remark.
# Order of values – IDE act	MEKK3 PB1 HTS	p-CIP stab down	VIM-2 inhibitor	NS3 helicase inh	FID counter	PHOSPHO1 inh	IMP-1 inhibitor	SUMO HTRF inh
(1) Cn1c(=O)c2c(ncn2CC(=O)N/N=C/C=C/c2ccco2)n(C)c1=O
    0	99	-8	-1.4	4	-10	25	-0.3	22
(2) Cc1nc(SCc2ccccc2F)c2cnn(-c3ccccc3)c2n1
    ·	96	3	-1.4	-4	-1	36	-1.6	5
(3) N#CC(=C1CCCC1)c1nc(-c2ccccc2)cs1
    7	·	-8	-2.3	-25	-2	48	-1.9	-7
(4) COc1ccccc1Nc1nc(-c2c(C)nc3ncccn23)cs1
    6	107	-15	3.1	2	-18	-15	-3.1	1
(5) Cc1ccc2c(c1)N(C(=O)CCC(=O)NC1CCN(Cc3ccccc3)CC1)CC(C)O2 (stereo unspecified)
    6	96	5	-3.1	-10	11	15	2.6	-5
(6) COc1cccc(-c2c(NC(=O)c3ccco3)oc3ccccc3c2=O)c1
    0	101	-10	-2.7	12	-16	8	-2.3	22
(7) CC(C)C12CCC(C(=O)O)C(C1)C(=O)O2 (stereo unspecified)
    2	99	-8	-7.1	0	4	32	-4.2	-4
(8) Cc1ccccc1NC(=S)NC(NC(=O)c1ccccc1C)C(Cl)(Cl)Cl (stereo unspecified)
    -1	107	-10	0.6	-9	3	12	2.5	-19
(9) CC(=O)N1c2ccc(S(=O)(=O)N3CCC(C(=O)NC(C)c4ccccc4)CC3)cc2CC1C (stereo unspecified)
    6	101	-23	-1.8	10	-42	-6	-2.5	-3
(10) CCN1CCC(NC(=O)Nc2ccc(F)cc2F)CC1
    0	99	-8	-4.9	4	8	33	-2.1	0
(11) CC1CCCC(NC(=O)c2ccc(CNc3c(N4CCCC4)c(=O)c3=O)cc2)C1C (stereo unspecified)
    7	91	-7	-1.6	9	-20	-6	-3.4	0
(12) Cc1cc(NC(=O)CCC(=O)N(CC(=O)NCC2CCCO2)c2cccc(F)c2)no1 (stereo unspecified)
    2	105	-6	-2.6	9	-24	28	-1.9	3
(13) C=CCn1c(SCC(=O)N2N=C(c3ccco3)CC2c2ccco2)nnc1-c1ccncc1 (stereo unspecified)
    2	66*[inhibitor]	-19	-1.7	12	-25	3	-2.8	84
(14) Cc1ccc2c(CC(=O)OC3CCOC3=O)coc2c1 (stereo unspecified)
    1	96	-14	-0.5	3	2	6	-0.7	15
(15) O=C(Nc1ccc(S(=O)(=O)N2CCOCC2)cc1)c1ccc(Cl)cc1
    5	98	-6	·	·	·	22	·	-10
(16) O=C(COC(=O)CCc1ccc(S(=O)(=O)N2CCOCC2)cc1)NCc1ccccc1
    1	102	5	-2.2	-1	-19	-14	-2.8	5
(17) O=C(CN1CCN(S(=O)(=O)c2ccc(Cl)cc2)CC1)c1ccc(O)c(O)c1
    6	100	-2	7.2	-2	-21	37	-2.4	-12
(18) Cc1ccc(CSCCNC(=O)c2ccccc2)cc1
    2	100	-6	0.8	-3	-7	-11	-0.2	-9
(19) O=C(O/N=C1\CCCCC1c1ccc([N+](=O)[O-])cc1[N+](=O)[O-])c1c(F)cccc1F (stereo unspecified)
    -1	99	3	-1.2	2	0	-5	-1.4	-5
(20) COc1ccccc1Nc1nc(NCc2ccco2)c2ccccc2n1
    ·	117	-3	-3.1	-71	13	28	-3.1	-5
(21) CCCN1CCc2c(sc(NC(=O)CCS(=O)(=O)c3ccccc3)c2C(=O)OC)C1
    6	94	-16	-1.4	7	20	27	0.4	12
(22) COC(=O)c1ccsc1NC(=O)CN1CCN(c2ncccn2)CC1
    3	105	3	-1.0	-4	-30	19	-2.8	7
(23) O=C(NCc1ccco1)c1csc2c1CCCCC2
    2	102	2	-1.1	2	-2	-18	-1.1	-11
(24) CC1CC(C)CN(CCCNC(=O)C2CCN(S(=O)(=O)N3CCCCC3)CC2)C1 (stereo unspecified)
    1	123*	-7	-3.2	13	17	40	-3.5	7
(25) CC(=O)c1ccc(NC(=O)CSc2nccn2C)cc1
    2	97	12	1.4	-9	1	-17	-1.7	-7
(26) Cc1ccc(C(=O)/C=C/c2ccc(Br)cc2)o1
    -2	100	-18	-2.1	1	-2	22	-2.8	-9
(27) CC1=NN(c2ccc(C(=O)O)cc2)C(=O)/C1=C/c1ccc(-c2ccccc2F)o1
    -5	104	-1	-3.1	39*	-8	38	-2.9	31
(28) O=c1c2c3c(sc2n2c(=S)[nH]nc2n1Cc1ccccc1)CN(Cc1ccccc1)CC3
    ·	·	·	-4.0	-4	1	·	-3.8	·
(29) O=c1c2cc(N3CCOCC3)ccc2[nH]c(=S)n1Cc1ccco1
    -3	95	-21	·	·	·	50	·	40
(30) Cc1nn(-c2ccccc2)c(Cl)c1/C=N\NC(=O)c1cncc(Br)c1
    1	101	0	-1.6	-1	-8	11	-3.2	9

# The results go on:
# Order of values – IDE act	MEKK3 PB1 HTS	p-CIP stab down	VIM-2 inhibitor	NS3 helicase inh	FID counter	PHOSPHO1 inh	IMP-1 inhibitor	SUMO HTRF inh
(31) N#CCCN(Cc1cccnc1)C(=O)c1ccc(S(=O)(=O)N2CCOCC2)cc1
    1	99	6	-4.1	-1	0	-33	-4.2	11
(32) O=C(CCN1C(=O)COc2ccccc21)NCCN1CCN(c2cccc(Cl)c2)CC1
    0	96	6	-2.1	-22	9	4	-0.7	-6
(33) COc1cccc(C(=O)Nc2ccc3[nH]ncc3c2)c1OC
    -2	96	5	0.2	0	-3	-8	0.2	1
(34) Nc1cc(N)cc(C(=O)Nc2ccc3c(c2)C(=O)NC3=O)c1
    -1	98	-7	-1.6	9	-2	18	-2.5	-5
(35) O=C(NCc1cccc(Cl)c1)c1ccc2ccccc2n1
    4	102	-8	-3.1	-9	-28	24	-4.8	-7
(36) O=C(NCCc1ccc(Cl)cc1)c1ccc(OCC2CCCO2)cc1 (stereo unspecified)
    2	98	-8	-1.1	-4	-33	43	-0.2	4
(37) CC(=O)c1ccc(NS(=O)(=O)c2cc(-c3cnc(C4CC4)o3)ccc2C)cc1
    1	107	2	-3.0	6	-36	26	-2.9	8
(38) Nc1ccc(Cl)c(-c2nc3ncccc3o2)c1
    -3	96	-10	1.2	-5	-2	27	-0.4	-9
(39) Cc1ccc(S(=O)(=O)n2cnc(C)c2)cc1
    3	102	5	-2.2	4	0	34	-3.9	-1
(40) O=C(CNC(=O)c1ccc(Cl)cc1)OCC(=O)c1ccccc1
    -2	104	4	-2.9	0	-13	19	-3.1	8
(41) CC(C)C(=O)Nc1ccc(Oc2ccc3c(c2)C(=O)NC3=O)cc1
    4	110	-10	-0.5	-6	-4	·	-2.6	10
(42) CC1(C)OCC(COC(=O)Nc2cccnc2)([N+](=O)[O-])CO1
    5	96	-3	1.4	3	14	8	-1.9	5
(43) CCCc1cc(C(=O)N2CCN(C(c3ccccc3)c3ccccc3)CC2)no1
    4	99	-13	2.3	6	-19	26	-2.9	-18
(44) CC(CC(=O)N1CCN(S(=O)(=O)c2ccc(Cl)cc2)CC1)n1cncn1 (stereo unspecified)
    -2	100	0	-5.1	4	-14	47	-3.0	8
(45) COC(=O)Cc1ccc(NC(=S)NCc2ccc(F)cc2)cc1
    5	94	3	-0.5	-6	-5	1	-2.0	13
(46) Cc1cc(-c2csc(NC(=O)c3ccc(=O)n(C)n3)n2)c(C)n1CC1CCCO1 (stereo unspecified)
    6	107	-13	-1.6	18	-20	55	-1.4	32
(47) O=C(N/N=C/c1ccncc1)c1ccc(NC(=O)c2ccc(Cl)cc2)cc1
    -7	97	-6	-2.4	-15	-10	15	-1.8	13
(48) O=c1[nH]c(Cc2cccs2)nc2scc(-c3ccc(Cl)cc3)c12
    -7	98	-8	-2.7	-3	-1	46	-3.0	-4
(49) O=C(c1cccc(NS(=O)(=O)c2cccc(F)c2)c1)N1CCCC1
    1	102	20	0.0	3	-18	·	-0.2	2
(50) Cc1ccc(NC(=S)Nc2cc(C(=O)O)ccc2N2CC3CC(C2)c2cccc(=O)n2C3)cc1C (stereo unspecified)
    4	103	7	-2.0	10	-1	11	-3.0	2
(51) CNc1ncc(C(=O)c2ccc(Br)cc2)s1
    7	112	-3	-2.8	-14	-4	-4	-1.6	2
(52) COc1cccc(C(=O)Nc2nnc(CCS(=O)(=O)c3ccc(C)cc3)s2)c1
    -1	102	1	7.9*	-7	-26	9	0.3	-2
(53) Cc1cc(NC(=O)NC(C(F)(F)F)C(F)(F)F)no1
    5	102	-11	-2.2	1	-1	41	-2.2	14
(54) Cc1ccc(NC(=O)CSc2n[nH]c(-c3ccco3)n2)c(C)c1
    -3	99	-1	-2.4	-1	-3	-20	-4.2	-2

# Copied from above: nos. 31 to 42
# Order of values – IDE act	MEKK3 PB1 HTS	p-CIP stab down	VIM-2 inhibitor	NS3 helicase inh	FID counter	PHOSPHO1 inh	IMP-1 inhibitor	SUMO HTRF inh
(31) N#CCCN(Cc1cccnc1)C(=O)c1ccc(S(=O)(=O)N2CCOCC2)cc1
    1	99	6	-4.1	-1	0	-33	-4.2	11
(32) O=C(CCN1C(=O)COc2ccccc21)NCCN1CCN(c2cccc(Cl)c2)CC1
    0	96	6	-2.1	-22	9	4	-0.7	-6
(33) COc1cccc(C(=O)Nc2ccc3[nH]ncc3c2)c1OC
    -2	96	5	0.2	0	-3	-8	0.2	1
(34) Nc1cc(N)cc(C(=O)Nc2ccc3c(c2)C(=O)NC3=O)c1
    -1	98	-7	-1.6	9	-2	18	-2.5	-5
(35) O=C(NCc1cccc(Cl)c1)c1ccc2ccccc2n1
    4	102	-8	-3.1	-9	-28	24	-4.8	-7
(36) O=C(NCCc1ccc(Cl)cc1)c1ccc(OCC2CCCO2)cc1 (stereo unspecified)
    2	98	-8	-1.1	-4	-33	43	-0.2	4
(37) CC(=O)c1ccc(NS(=O)(=O)c2cc(-c3cnc(C4CC4)o3)ccc2C)cc1
    1	107	2	-3.0	6	-36	26	-2.9	8
(38) Nc1ccc(Cl)c(-c2nc3ncccc3o2)c1
    -3	96	-10	1.2	-5	-2	27	-0.4	-9
(39) Cc1ccc(S(=O)(=O)n2cnc(C)c2)cc1
    3	102	5	-2.2	4	0	34	-3.9	-1
(40) O=C(CNC(=O)c1ccc(Cl)cc1)OCC(=O)c1ccccc1
    -2	104	4	-2.9	0	-13	19	-3.1	8
(41) CC(C)C(=O)Nc1ccc(Oc2ccc3c(c2)C(=O)NC3=O)cc1
    4	110	-10	-0.5	-6	-4	·	-2.6	10
(42) CC1(C)OCC(COC(=O)Nc2cccnc2)([N+](=O)[O-])CO1
    5	96	-3	1.4	3	14	8	-1.9	5

# From PubChem

# An excerpt. The share of hits here may be higher or lower than overall.
